Screening results from PubChem BioAssay.
INS promoter inh = TRM-6 insulin promoter activity inhibition; TRM-6 cells (human fetal islet line), insulin promoter-eGFP reporter, imaging; reporter expression induced with tamoxifen; inhibition, % at 2 µM; 130,000 tested, 0.9% active;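 active = inhibition above the mean plus 3 SD, with well images judged a real hit on visual review, cut at about 60% in these data, passing the limit was not always enough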
sdo1 growth = sdo1-depleted yeast growth rescue | AID 817 | 140,000 tested, 0.21% active | z-score at 10 µM | S. cerevisiae sdo1-depleted JHY4D growth rescue, OD600 30 h; stronger effect = higher value; pdr5 snq2 efflux-pump mutant strain;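 active = z-score above 3 at both the 24 hr and the 30 hr optical density reads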;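 also: z-score against mean and SD of all compound wells on the same plate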
sdo1 growth Rescue 24 h = second read-out of sdo1 growth, no call of its own (marks repeat the call); z-score; S. cerevisiae sdo1-depleted JHY4D growth rescue, OD600; measured here: growth rescue at 24 h;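 0 is the plate mean of compound wells and units are plate SD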
* hit, by the source's call; . = not tested or not shown; [ ] = dose if it differs, or a comment. Not all compounds are listed; count on the stated rates, not on these rows.

INS promoter inh | sdo1 growth | sdo1 growth Rescue 24 h | structure
-57.1 | 0.84 | -0.08 | COC(=O)[C@@H](NC(=O)Nc1ccc2c(c1)OCCO2)C(C)C
-41.7 | -0.9 | 0.36 | O=C(Nc1nc(-c2ccc(S(=O)(=O)N3CCCCCC3)cc2)cs1)c1ccccc1
26.3 | 0.02 | -0.56 | C=CCn1c(=N)c(C#N)cc2c(=O)n3ccccc3nc21
61.3 | 0.06[5.2 µM] | -0.28 | CCCCCCn1c(SCCN2CCOCC2)nc2c1c(=O)[nH]c(=O)n2C
. | 1.49 | 2.29 | CCOC(=O)c1c(NC(=S)NC(=O)c2cnn(CC)c2)sc2c1CCC(C)C2 (stereo not given)
-70.6 | . | . | Cc1cccnc1NC(=S)NCc1ccco1
. | -0.41 | 0.59 | Cn1c(SCC(=O)NCc2cccs2)nnc1-c1ccncc1
-28.6 | . | . | O=c1c2ccccc2nc(SCc2ccncc2)n1CC1CCCO1 (stereo not given)
. | 0.03 | -0.2 | COc1cc(OC)cc(C(=O)N(CCCN2C(=O)c3cccc4cccc(c34)C2=O)c2cccc(OC)c2)c1
-7.3 | -1.05 | -0.84 | Cc1cccc(NC(=O)Cn2c(=O)n(CCc3c[nH]c4ccccc34)c(=O)c3cccnc32)c1
50.0 | . | . | N#CCCN(Cc1cccnc1)C(=S)Nc1ccccc1Cl
-77.8 | -1.11 | 0.09 | CN(C)c1nc(N)nc(CSc2nc3cc(Cl)ccc3o2)n1
. | 0.85 | 1.49 | CC1=C(NCCc2ccccc2)CCC1=O
-5.3 | -0.56 | -0.13 | CN(c1ccccc1)C(c1ccc(F)cc1)c1nnnn1CC1CCCO1 (stereo not given)
. | 0.46 | 0.05 | CCn1c(=O)c(C(=O)CN2CC(C)OC(C)C2)c(N)n(Cc2ccccc2)c1=O (stereo not given)
-222.6 | 0.16 | 2.09 | CCN(CC)c1ccc2cc(-c3nc(-c4ccc(OC)cc4)cs3)c(=O)oc2c1
10.0 | -0.12 | -0.8 | COc1ccccc1/C=C/C(=O)N1CCOCC1
7.4 | . | . | COc1ccc(C2C(Oc3ccccc3)C(=O)N2c2ccc(C)c(C)c2)cc1OC (stereo not given)
25.0 | 0.73 | 0.05 | O=C(O)CSc1nnc(-c2ccccc2)o1
. | -1.1 | -1.32 | COc1ccc(NC(=O)C2CCCNC2)cc1OCC(C)C (stereo not given)
15.2 | 0.97 | 1.01 | CN1CC2CCCC3(C1)C(=O)NC1(CCCCC1)N=C23 (stereo not given)
-32.6 | -0.84 | -0.6 | CC(C)OP(=O)(OC(C)C)C(NC(=O)c1ccc(Br)cc1)c1ccccc1 (stereo not given)
50.0 | 0.01 | 1.68 | CCn1cc(SCC(N)=O)c2ccccc21
. | 0.23 | 0.67 | COC(=O)C(Oc1ccc2c(-c3ccc(OC)cc3)cc(=O)oc2c1)c1ccccc1 (stereo not given)

The list goes on, overlapping the part above by 2 compounds.
INS promoter inh | sdo1 growth | sdo1 growth Rescue 24 h | structure
50.0 | 0.01 | 1.68 | CCn1cc(SCC(N)=O)c2ccccc21
. | 0.23 | 0.67 | COC(=O)C(Oc1ccc2c(-c3ccc(OC)cc3)cc(=O)oc2c1)c1ccccc1 (stereo not given)
. | 0.39 | 0.24 | O=C(NCCc1ccccc1)C1CCCN(S(=O)(=O)c2cnc[nH]2)C1 (stereo not given)
-63.6 | 0.52 | 0.64 | Cc1ccc(NC(=O)OCCN2CCN(S(=O)(=O)c3ccc(C)cc3)CCC2=O)cc1
-25.8 | 0.09 | -0.32 | CC(C)c1nc2c(c(=O)c3ccccc3n2C)c(=O)n1-c1ccc(F)cc1
50.0 | -0.24 | -0.96 | C#CCOCCOCCOCCNc1nc(N2CCN(C(=O)[C@H](C(C)C)n3cc(CCO)nn3)CC2)nc(N2CCN(C(=O)[C@H](C(C)C)n3cc(CCO)nn3)CC2)n1
6.1 | -0.14 | -0.42 | O=C(CSc1nnc(-c2cccnc2)n1CCc1ccccc1)N1CCCCC1
28.6 | -1.2 | -0.9 | CCOC(=O)CNC(=O)c1sc2ncnc(N3CCc4ccccc4C3)c2c1C
-16.1 | 0.01 | 1.21 | O=C(COc1ccc(Br)cc1)Nc1ccc(-c2nnc(-c3ccco3)o2)cc1
. | 1.18 | 1.65 | Nc1nnc(-c2ccccc2)s1
27.0 | . | . | CCCCCn1c(CN2CCN(c3cccc(Cl)c3)CC2)nc2c1c(=O)n(C)c(=O)n2C
42.9 | 1.04 | 1.58 | Cc1cc(C(=O)COC(=O)c2ccc[nH]c2=O)c(C)n1-c1ccccc1
. | -0.2 | 1.63 | COc1ccc(/C=C/C(=O)c2ccc3c(c2)OCCO3)cc1[N+](=O)[O-]
-132.3 | 1.23 | 2.97 | CC(C)NCCOCCSc1ccc(Cl)cc1
-3.3 | -0.98 | -0.46 | C=CCc1cccc(/C=N/NC(=O)CNc2ccccc2)c1O
. | -0.84 | -0.97 | COCCN(C(=O)c1ccccc1)c1nnc(-c2cccnc2)s1
-33.3 | 1.04[8.2 µM] | 1.04 | CS(=O)(=O)N(CC(=O)N1CCCCC1)c1sc2c(c1C#N)CCCC2
. | 0.38 | -0.16 | Cc1csc(Cn2c(CN(C)C)nc3ccccc3c2=O)n1
-26.5 | 2.23 | 2.3 | C/C(CC(=O)NCCCN1CCOCC1)=N\NC(=O)COc1ccc(C)cc1
. | 0.13 | 0.03 | O=c1c2ccccc2nnn1CSc1nnc2ccccn12
25.7 | 0.43 | 0.97 | Cc1ccc(C)c(NC(=O)c2ccccn2)c1
. | -0.23 | -0.3 | COc1ccccc1NS(=O)(=O)c1cccc2cccnc12
. | 0.44 | 1.2 | CCc1ccc(-n2c(CSc3nnnn3-c3ccccc3)nc3ccccc3c2=O)cc1
. | -0.57 | 1.01 | COC(=O)c1cccc(NC(=O)c2nn(C(C)C)c(=O)c3ccccc23)c1
7.1 | 0.97 | 0.42 | O=c1oc2ccccc2cc1-c1ccc(O)cc1O
-38.9 | -0.38 | -1.16 | CC1(C(=O)O)CC(C)(C(=O)O)CC(C)(C(=O)O)C1 (stereo not given)
-28.1 | 0.23 | 1.09 | CN(c1cccc(NC(=O)c2ccccc2N(C)S(=O)(=O)c2ccccc2)c1)S(C)(=O)=O
46.7 | . | . | Cc1cccc(NC(=S)N(CCCN2CCOCC2)C(C)c2cc3ccccc3o2)c1C (stereo not given)
18.2 | -0.29 | -1.14 | CCCN1C[C@H](CSC)C[C@@H]2c3cccc4[nH]cc(c34)C[C@H]21
13.3 | 0.79 | 0.32 | Cc1cc(C)n2nc(C(=O)NC(C)(C)C)nc2n1
-16.7 | . | . | COc1ccc(OC)c(-c2csc(NC(=O)Cn3[nH]c(=O)c4ccccc4c3=O)n2)c1
-6.7 | 0.83 | 0.95 | O=C(COC(=O)C1CC2C=CC1C2)NCc1ccccc1Cl (stereo not given)
. | -0.96 | -0.85 | COc1ccc(-c2cc(C(=O)OCC(=O)N(C)C)c3ccccc3n2)cc1
-64.3 | 0.77 | -0.19 | CCCn1c(=O)[nH]c(=O)c2c1nc(-c1ccccc1OC(F)F)n2CCOC
-12.9 | 0.86 | 0.33 | O=C(O)CC1SC(=Nc2cccc(O)c2)NC1=O (stereo not given)
. | -1.46 | -1.29 | O=C1c2ccccc2-c2nc3ncnn3c(-c3ccccc3Cl)c21
. | 1.82 | 0.42 | CCOc1ccc2c(C)c(C)c(=O)oc2c1OCC
-223.8 | 0.1 | 0.29 | O=C1C=CC(O)(c2cc(=O)c3c(O)cc(O)cc3o2)C=C1
-20.0 | -0.41 | -1 | O=C(Cn1cc2c(n1)CCCCC2)NCCN1CCOCC1
-34.9 | 0.93 | 0.66 | COc1ccc(C(=O)CC2OC(=O)c3ccccc32)cc1OC (stereo not given)
-23.1 | 0.71 | 0.01 | COC(=O)[C@H](C)NC(=O)NC(C)CCc1ccccc1 (stereo not given in full)
41.7 | -0.16 | -1.15 | Cc1cc(N)n2nc(-c3ccccc3)cc2n1
. | 0.98 | 1.36 | COc1ccc(C2SCC(C(=O)NCc3ccc(F)cc3)N2C(C)=O)cc1 (stereo not given)
-6.2 | -0.12 | -0.5 | O=C(CSc1ccccn1)Nc1ccc(Br)cn1
-63.3 | -0.26 | 0.62 | Cc1ccc(S(=O)(=O)N(CC(=O)Nc2ccccc2-c2ccccc2)c2ccc(C)cc2C)cc1
21.2 | -1.43 | -1.39 | Cc1ccc(-n2nc(C)c3c2OC(N)=C(C#N)C3c2ccc(F)cc2)cc1 (stereo not given)
-37.9 | 0.22 | -0.13 | Cc1n[nH]c(C)c1C(=O)CC1(O)C(=O)N(Cc2ccccc2)c2ccc(Br)cc21 (stereo not given)
. | 0.09 | -0.11 | O=C(COc1ccccc1)Nc1ccc(S(=O)(=O)N2CCCC2)cc1
-21.1 | 0.09 | 0.61 | N=c1n(CCN2CCCCC2)c2ccccc2n1CC(O)c1ccc(Cl)c(Cl)c1 (stereo not given)
9.7 | -0.07 | -0.49 | CC1CCC(NC(=O)C2c3ccccc3C(=O)N2CCCN2CCOCC2)CC1 (stereo not given)

An excerpt from above, showing only sdo1 growth:
Structure | sdo1 growth
COc1ccc(C2SCC(C(=O)NCc3ccc(F)cc3)N2C(C)=O)cc1 (stereo not given) | 0.98
CC1CCC(NC(=O)C2c3ccccc3C(=O)N2CCCN2CCOCC2)CC1 (stereo not given) | -0.07

Additional structures follow.
INS promoter inh | sdo1 growth | sdo1 growth Rescue 24 h | structure
21.6 | 1.46 | 1.41 | O=C(CSc1ncccn1)NCc1ccccc1
40.9 | -0.06 | -0.36 | COc1cc(C(=O)Nc2cc(C)ccn2)cc(OC)c1OC
-46.1 | -0.17 | -0.96 | CC1(C)CC(=O)C2=C(C1)Oc1ncn(CCCn3ccnc3)c(=N)c1C2c1ccccc1 (stereo not given)
. | -0.59 | -0.99 | Cc1nn(-c2ccccc2)c2c1C(c1cccnc1)N1C=C(S(=O)(=O)N3CCCCC3)C=CC1=N2 (stereo not given)
-166.7 | . | . | Cc1ccc(NC(=S)N(CCN2CCOCC2)Cc2ccccc2F)cc1
26.7 | . | . | COc1ccc(/C=C2\CCc3ccccc3C2=O)c(OC)c1OC
. | 0.88 | 0.43 | Cc1ccccc1NC(=O)CCC(=O)OCCCC(F)(F)C(F)(F)F
14.3 | -0.48 | 0.31 | Cn1c(=NC(=O)C2CCN(S(=O)(=O)c3cccs3)CC2)sc2ccccc21
55.3 | 0.79 | 1.5 | COc1cccc(NC(=O)CSc2nc(N)cc(N)n2)c1
-6.2 | -0.15 | -0.42 | CC(C)CN(CC(C)C)S(=O)(=O)N1CCC(C(=O)NCc2ccccn2)CC1
-34.4 | -0.66 | 0 | Cc1ccc([N+](=O)[O-])cc1NC(=S)NC(=O)c1cccs1
-16.7 | -0.15 | 0.18 | Cc1cccc(OCC(=O)Nc2ccc3c4c(cccc24)CC3)c1C
. | 0.44 | 0.58 | O=C(Cn1cnc2c(nnn2Cc2ccc(F)cc2)c1=O)NC1CCCC1
0.0 | -0.91 | -0.43 | Cc1ccc(C(=O)NCCSCc2ccc(Cl)cc2Cl)cc1[N+](=O)[O-]
-11.4 | 0.35 | 0.86 | Cc1cc(NC(=O)COC(=O)c2cccc(OCc3ccccc3)c2)no1
35.7 | 1.85 | 1.6 | CCOC(=O)C1CCCN(Cc2ccc(O)c(OC)c2)C1 (stereo not given)
-46.1 | . | . | O=C(NCc1ccco1)C(=O)NCC1OCCN1S(=O)(=O)c1ccc(Br)cc1 (stereo not given)
. | -1.53 | -0.65 | Cc1nn(C)c(C)c1S(=O)(=O)N(CC(=O)NC1CCCCCC1)c1ccc(C(C)C)cc1
. | -0.66 | -0.11 | Cc1ccnc(N2CCC(C(=O)Nc3cccc(C(F)(F)F)c3)CC2)n1
. | -0.58 | -0.67 | c1ccc(Cc2nn3c(Cn4nnc5ccccc54)nnc3s2)cc1
-17.1 | 0.86 | 1.43 | COc1cccc(/C=N/NC(=O)CCc2c(C)n[nH]c2C)c1
-46.1 | . | . | Cc1ccc(NC(=O)c2ccc([N+](=O)[O-])cc2)cc1S(=O)(=O)N(C)C
. | 0.56 | 0.25 | Cc1nc(NS(=O)(=O)c2ccccc2)sc1NC(=O)OC(C)C
-3.1 | -0.76 | -0.46 | Cc1ccc(CC(=O)Nc2ccccc2N2CCOCC2)cc1C

Part of the list above in order of formula weight, rising:
INS promoter inh | sdo1 growth | sdo1 growth Rescue 24 h | structure
-17.1 | 0.86 | 1.43 | COc1cccc(/C=N/NC(=O)CCc2c(C)n[nH]c2C)c1
-46.1 | . | . | Cc1ccc(NC(=O)c2ccc([N+](=O)[O-])cc2)cc1S(=O)(=O)N(C)C
. | -1.53 | -0.65 | Cc1nn(C)c(C)c1S(=O)(=O)N(CC(=O)NC1CCCCCC1)c1ccc(C(C)C)cc1
-46.1 | . | . | O=C(NCc1ccco1)C(=O)NCC1OCCN1S(=O)(=O)c1ccc(Br)cc1 (stereo not given)

Carrying on:
INS promoter inh | sdo1 growth | sdo1 growth Rescue 24 h | structure
54.3 | 0.77 | 0.21 | COc1ccc(-c2oc(NC(=O)CSc3ncn[nH]3)c(C#N)c2-c2ccc(OC)cc2)cc1
. | -0.9 | -1.17 | CCn1c2ccccc2c2cc(NC(=O)CSc3nnc(-c4ccccc4OC)n3N)ccc21
. | 0.13 | -0.59 | CCc1ccc(-c2nc(CN3CCC(C(=O)NCc4ccco4)CC3)c(C)o2)cc1
27.0 | -0.69 | -1.56 | COc1ccc(Cc2c(Cl)ncnc2Cl)cc1
-34.8 | 1.15 | 1.22 | O=C(Nc1cccc(S(=O)(=O)C(F)F)c1)c1ccc(Cl)c(S(=O)(=O)N2CCOCC2)c1
